PGC1a acetyl inh – inhibitors of PGC1a acetylation signal, primary screen, cell-based, U2OS, AlphaScreen, inhibitor mode. AlphaScreen anti-acetyl-lysine; with virally co-expressed GCN5 acetyltransferase. actives 0.17% (n = 350,000). inhibition, % at 15.6 µM;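 active means every replicate shows inhibition of at least 40%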;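 further: 0% = neutral control wells and 100% = positive control wells; some results beyond the cut were filed as inactive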
PglD DTNB – C. jejuni PglD acetyltransferase inhibitors, primary screen, biochemical, DTNB colorimetric, single point. UDP-N-acetylbacillosamine N-acetyltransferase PglD (Campylobacter jejuni). purified PglD enzyme, DTNB colorimetric CoA detection. inhibition, % at 12.5 µM. actives 0.098% (n = 360,000). AID 602405, 2012; in the data active means inhibition above about 16%, passing the limit was not always enough; further: strong numbers were not always called active
RAD54 branch – inhibitors of human RAD54 branch migration, primary screen, biochemical, fluorescence, single point. DNA repair and recombination protein RAD54-like (Homo sapiens), Q92698. RAD54 Holliday junction branch migration, FAM/BHQ fluorescence. inhibition, % at 10.4 µM. actives 0.14% (n = 360,000);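 active means mean normalized replicate activity at least 40 and at least half of replicates scoring 40 or more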;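 further: 0% = median of neutral control wells and 100% = median of positive control wells; inhibitors cause a drop in the FAM fluorescence signal; in these data hits start at about 50%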
RAD52 inh – RAD52 DNA annealing inhibitors, primary screen, biochemical, FRET, single point, set 2; DNA repair protein RAD52 homolog (Homo sapiens), P43351; recombinant RAD52 DNA annealing, FRET fluorescence; inhibition, % at 18.7 µM; actives 0.46% (n = 360,000);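 active means every replicate showing at least 50% inhibition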
Target sequence (P43351 whole entry, looked up): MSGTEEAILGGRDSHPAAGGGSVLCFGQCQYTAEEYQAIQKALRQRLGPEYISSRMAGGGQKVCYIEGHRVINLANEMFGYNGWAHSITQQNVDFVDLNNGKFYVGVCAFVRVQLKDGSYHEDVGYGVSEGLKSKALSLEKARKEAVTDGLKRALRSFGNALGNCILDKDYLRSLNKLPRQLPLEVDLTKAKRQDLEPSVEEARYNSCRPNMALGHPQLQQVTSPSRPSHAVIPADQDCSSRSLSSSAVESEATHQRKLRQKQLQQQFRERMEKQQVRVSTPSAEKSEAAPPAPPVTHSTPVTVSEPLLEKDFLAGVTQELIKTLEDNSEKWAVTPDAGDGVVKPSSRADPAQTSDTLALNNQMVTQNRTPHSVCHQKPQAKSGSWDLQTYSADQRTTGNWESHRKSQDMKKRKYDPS
E-sel inducer – E-selectin induction in HUVECs, primary screen, imaging, HUVEC, immunofluorescence imaging, single point. P16581. normalized: neutral wells 0, TNF-alpha wells 100. activation, % at 7.58 µM. actives 0.37% (n = 260,000). AID 686992, 2013;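 active means mean E-selectin-positive cell signal at least 10% of the positive control, reached in at least 60% of replicates, without over 20% cell loss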;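 further: in these data hits start at about 27%; measured in HUVEC primary endothelial cells; signal is the percent of cells scored E-selectin positive by PE staining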
Target sequence (P16581 whole entry, looked up): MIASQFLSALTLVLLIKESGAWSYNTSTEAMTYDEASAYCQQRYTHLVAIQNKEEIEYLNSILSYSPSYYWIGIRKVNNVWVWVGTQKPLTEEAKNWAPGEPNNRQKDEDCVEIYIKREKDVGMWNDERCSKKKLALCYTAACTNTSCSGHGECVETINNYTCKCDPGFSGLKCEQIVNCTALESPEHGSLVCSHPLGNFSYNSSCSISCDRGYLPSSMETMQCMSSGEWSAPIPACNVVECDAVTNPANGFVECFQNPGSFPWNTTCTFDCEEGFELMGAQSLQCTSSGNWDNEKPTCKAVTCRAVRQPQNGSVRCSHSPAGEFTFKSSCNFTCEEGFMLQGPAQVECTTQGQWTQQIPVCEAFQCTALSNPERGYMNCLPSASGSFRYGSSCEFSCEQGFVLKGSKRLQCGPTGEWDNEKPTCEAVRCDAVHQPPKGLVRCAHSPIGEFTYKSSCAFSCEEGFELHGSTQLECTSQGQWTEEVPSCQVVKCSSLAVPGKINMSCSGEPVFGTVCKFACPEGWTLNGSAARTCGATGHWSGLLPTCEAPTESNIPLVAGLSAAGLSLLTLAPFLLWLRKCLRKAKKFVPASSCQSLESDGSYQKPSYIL
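Read-out basis: % PE-positive cells; Test system: HUVEC primary endothelial cells; Technique: immunofluorescence imaging; Dosing: single-point compound dose.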
Cneo AK release – Cryptococcus neoformans cell lysis inducers, primary screen, AK release luminescence, single concentration; lysis activity, % at 15 µM; actives 0.2% (n = 360,000); C. neoformans lysis, adenylate kinase release luminescence, 4 h; normalised: neutral wells 0, clomiphene wells 100;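 active means mean lysis activity across replicates of at least 80%, whatever share of replicates individually reach that level; inactive means mean lysis activity below 80%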
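Assay system: Cryptococcus neoformans yeast cells / Dosing: single-point compound dose / Timing: 4 h at 37 °C static, read 1 h later / Measured by: luminescence of released adenylate kinase using an AK detection reagent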
ERAP1 HTS inh – human ERAP1 aminopeptidase inhibitors, primary screen, biochemical, single point, plate reader. inhibition, % at 10.7 µM. recombinant ERAP1, Leu-AMC fluorescence, 60 min. Endoplasmic reticulum aminopeptidase 1 (Homo sapiens), Q9NZ08. actives 0.15% (n = 340,000);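 active means mean replicate inhibition of at least 30%, or all replicates individually reaching that 30% level; inactive means mean below 30% and not every replicate reaching it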;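 further: 0% = neutral control wells and 100% = L-leucinethiol positive control wells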
miR-122 sensor – miR-122 Renilla sensor signal increase in Huh7, primary screen, miR-122 inhibitor project, cell-based, single point, plate reader. activation (reporter increase), % at 12.5 µM. AID 602342, 2012. Huh7 miR-122 Renilla luciferase sensor, 48 h; neutral wells = 0, positive control = 100. actives 0.3% (n = 340,000);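 active means mean replicate activation score at least 90 and every replicate individually at or above 90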;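 further: higher luciferase means less miR-122 activity so hits act as miR-122 inhibitors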
An asterisk follows results filed as active; · = no result given; & = joins results of further samples; [ ] = remark or other dose.

compound	PGC1a acetyl inh	PglD DTNB	RAD54 branch	RAD52 inh	E-sel inducer	Cneo AK release	ERAP1 HTS inh	miR-122 sensor
N#CC1=C(N)OC2=C(C(=O)CCC2)C1c1cccs1 (stereo not given)	-2	·	·	-28	·	·	1	2
O=C(C[C@H]1CC[C@@H]2[C@H](COC[C@@H](O)CN2C(=O)c2cnccn2)O1)NCc1ccc(F)cc1	-2	2	12	-3	-0.1	0	-1	-7[16.7 µM]
Cc1noc(C)c1C(=O)N1CCC1(C)C(=O)NS(=O)(=O)c1ccc(Br)cc1 (stereo not given)	5	-4	-5	-7	·	1	0	-2
O=C(CN1C(=O)C2C3CCC(C3)C2C1=O)OCC(=O)c1ccc(Br)cc1 (stereo not given)	·	1	-6	-11	0.0	-1	-4	·
C[C@@H]1CN([C@H](C)CO)C(=O)c2cccc(NC(=O)C3CCOCC3)c2O[C@H]1CN(C)C(=O)Nc1cccc2ccccc12	25	-1	-9	8	-0.1	-4	1	2[16.7 µM]
CCN1C(=O)C(O)(CC(=O)c2ccc3c(c2)OCCO3)c2ccccc21 (stereo not given)	5	2	3	-13	·	-3	·	-4
CCCNC(=O)C[C@@H]1CC[C@H]2[C@H](COc3ccc(NC(=O)c4ccc(Cl)cc4)cc3C(=O)N2C)O1	-1	1	1	14	0.0	1	4	23[16.7 µM]
CCOC(=O)c1c(-c2ccc(C)cc2)csc1NC(=O)C1CC=CCC1C(=O)O (stereo not given)	3	5	4	·	·	1	·	-3
C[C@@H]1CN([C@H](C)CO)C(=O)c2cc(NC(=O)CCCN(C)C)ccc2O[C@@H]1CN(C)C(=O)Nc1ccc2c(c1)OCO2	6	-2	6	-29	-3.1	0	2	-2[16.7 µM]
CCOC(=O)c1oc2ccc3c(c2c1C)C(=O)CC1(CCN(C(=O)OCC)CC1)O3	10	-1	7	·	·	4	·	-6
CC1CCCC(NC(=O)COC(=O)COc2ccc(C#N)cc2)C1C (stereo not given)	1	0	-11	-6	0.1	-2	-1	-6
O=C(N[C@@H]1CC[C@H](CCNS(=O)(=O)Cc2ccccc2)O[C@@H]1CO)c1ccccc1F	8	7	5	-4	-0.4	50	0	15[16.7 µM]
C[C@H](CO)N1C[C@H](C)[C@H](CN(C)C(=O)Nc2ccc3c(c2)OCO3)Oc2ccc(NC(=O)CCCN(C)C)cc2C1=O	0	5	-1	-24	4.6	-2	1	-3[16.7 µM]
O=C(c1ccc(C(F)(F)F)cc1)N1CCC(=O)N(C(COCc2ccc(Cl)cc2)Cc2ccccc2)CC1 (stereo not given)	·	4	9	-6	0.0	18	1	·
CN(C)Cc1c(C(=O)N/N=C/c2cccc(OCc3ccc(F)cc3)c2)nnn1-c1nonc1N	·	-2	-1	-13	·	-3	0	·
Cc1nnc(SCSc2nnc(C)s2)s1	16	-5	2	·	·	0	·	-6
C[C@H](CO)N1C[C@H](C)[C@@H](CN(C)S(=O)(=O)c2ccc(C#N)cc2)OCc2cn(nn2)CCCC1=O	15&-7	-1&-5	-13&-2	-7&-10	-0.1	0&44	1&-1	-6
COc1ccc(NC(=O)Nc2ccc3c(c2)CC(=O)N([C@@H](C)CO)C[C@@H](C)[C@@H](CN(C)C(=O)Nc2ccc4c(c2)OCO4)O3)cc1	3	3	3	-9	-0.3	-8	0	-4[16.7 µM]
CCCn1c2ccc(F)cc2c2nnc(SCCN3CCOCC3)nc21	11	-2	10	8	-0.1	0	0	-4
O=C(N[C@H]1CC[C@@H](CC(=O)N2CCCCC2)O[C@@H]1CO)c1cccc(F)c1	-6	-1	-6	0	-0.2	1	-4	·
CCCNC(=O)c1cc(C2CCCCN2C(=O)c2cc(F)ccc2C)on1 (stereo not given)	11	0	-20	-9	-0.2	10	-1	-7
CN(C)CC(=O)N[C@@H]1CC[C@@H](CCNC(=O)C2CC2)O[C@@H]1CO	-3	·	·	0	-0.3	·	4	·
CCCCN(CC)CCNC(=O)Cn1cnc2sc(C)c(S(=O)(=O)N3CCC(C)CC3)c2c1=O	-4	-4	-5	-10	·	-1	-2	1
C=CCNC(=O)C1CC1(c1ccc(C)cc1)c1ccc(C)cc1 (stereo not given)	1	-1	-9	-1	-0.1	0	1	15
O=C(Nc1nc(-c2ccccc2)cs1)c1cccc([N+](=O)[O-])c1C(=O)O	-6	-6	10	-5	0.1	0	0	-8
CCn1ccnc1CN(C)Cc1cn(-c2ccc(C)cc2)nc1-c1cccc(C)c1	-2	·	·	-16	0.1	·	-1	·
CCCCN(C)C(=O)c1cn(-c2cccc(OC)c2)c(=O)c2ccccc12	9	-6	-6	-6	0.2	0	-1	·
Cc1cc(C(F)(F)F)n(-c2nc(C(=O)NN)cs2)n1	-8	·	·	3	1.4	·	2	-3
O=C(CN(c1ccc(F)cc1)S(=O)(=O)c1ccc2c(c1)OCCO2)NCC1CCCO1 (stereo not given)	2	6	4	·	·	0	·	-16
O=C(Nc1nnc(-c2ccncc2)o1)c1cccc(N2C(=O)CCC2=O)c1	8	-4	10	-12	-0.7	-1	3	12
COC(=O)C1CN(C(=O)c2ccc(OC(F)F)cc2)c2ccccc2O1 (stereo not given)	·	6	-5	-57	0.4	0	-5	·
CNc1ccc(-c2cc(OC)ccc2OC)cn1	·	2	7	-16	0.0	0	-1	0
CC1CCc2c(sc(NC(=O)c3nc4ncccn4n3)c2C#N)C1 (stereo not given)	1	-2	-8	4	·	-8	0	-2
Cc1cc(NC(=O)CSc2nc3ccc(Cl)cc3[nH]2)no1	6	2	13	·	·	-2	·	-2
O=C(OCc1cn([C@H]2C[C@H](c3ccc(Cl)cc3)N(Cc3cccs3)C[C@@H]2O)nn1)c1ccccc1	-3	-1	-9	-238	0.6	-1	1	8
CCc1nnc2n1N=C(c1ccc([N+](=O)[O-])cc1)CS2	-1	-2	-2	-5	·	10	-1	3
COc1ccccc1OCC(=O)OCc1cc(-c2ccco2)on1	0	-1	-1	-42	·	1	1	-10
Cc1ccc2[nH]c(C(=O)N/N=C/c3ccccc3C(=O)O)c(-c3ccccc3)c2c1	·	8	-3	3	-0.2	-1	4	-8
O=C(NCCCCc1ccccc1)C1CC(c2cc(C(F)(F)F)cc(C(F)(F)F)c2)=NO1 (stereo not given)	-2	3	4	4	-0.2	-1	-1	-1
CCCCCCCCCS(=O)(=O)Nc1cc(C)ccn1	5	0	5	-15	-0.3	0	2	3
COc1ccc(NC(=O)N(C)C[C@H]2OCCCC[C@H](C)Oc3ccc(NC(=O)CCC(F)(F)F)cc3C(=O)N([C@H](C)CO)C[C@@H]2C)cc1	-3	-2	9	7	0.0	0	0	-3[16.7 µM]
CO[C@@H]1CN(C)C(=O)c2cc(NC(=O)Nc3ccccc3)ccc2OC[C@@H](C)N(CC2CC2)C[C@H]1C	10	2	-9	16	-0.2	-2	0	0[16.7 µM]
CCc1nc(SCC(=O)Nc2ccc3c(c2)OCCO3)c2oc3ccccc3c2n1	7	-6	5	·	·	2	·	-5
CCOC(=O)c1ccccc1NC(=O)COC(=O)C1CCCC1	·	5	-7	-8	0.2	1	3	0
CC1(NC(=O)CSc2nnc(-c3ccco3)n2Cc2ccccc2)CCS(=O)(=O)C1 (stereo not given)	6	-2	-9	-6	-0.5	1	-3	-5
CN(C)C(=O)c1ccc(-c2ccc3c(c2)[C@H]2[C@H](CCN2C(=O)C2CCCC2)[C@@H](CO)N3C)cc1	3	·	·	-4	0.0	·	2	·
C[C@H](CO)N1C[C@H](C)[C@@H](CN(C)Cc2ccccc2C(=O)O)Oc2ncc(C3=CCCCC3)cc2C1=O	-5	-1	3	11	-0.1	10	-2	18[16.7 µM]
COc1ccc(S(=O)(=O)Nc2ccc3c(c2)CC(=O)N([C@H](C)CO)C[C@H](C)[C@H](CN(C)S(=O)(=O)c2ccccc2)O3)cc1	3	-1	-3	·	-0.7	6	·	9[16.7 µM]

Given field by field: part of the list above
CN(C)C(=O)c1ccc(-c2ccc3c(c2)[C@H]2[C@H](CCN2C(=O)C2CCCC2)[C@@H](CO)N3C)cc1
  PGC1a acetyl inh: 3 | PglD DTNB: · | RAD54 branch: · | RAD52 inh: -4 | E-sel inducer: 0.0 | Cneo AK release: · | ERAP1 HTS inh: 2 | miR-122 sensor: ·

O=C(Nc1nnc(-c2ccncc2)o1)c1cccc(N2C(=O)CCC2=O)c1
  PGC1a acetyl inh: 8 | PglD DTNB: -4 | RAD54 branch: 10 | RAD52 inh: -12 | E-sel inducer: -0.7 | Cneo AK release: -1 | ERAP1 HTS inh: 3 | miR-122 sensor: 12

CCOC(=O)c1c(-c2ccc(C)cc2)csc1NC(=O)C1CC=CCC1C(=O)O (stereo not given)
  PGC1a acetyl inh: 3 | PglD DTNB: 5 | RAD54 branch: 4 | RAD52 inh: · | E-sel inducer: · | Cneo AK release: 1 | ERAP1 HTS inh: · | miR-122 sensor: -3

(continued)
compound	PGC1a acetyl inh	PglD DTNB	RAD54 branch	RAD52 inh	E-sel inducer	Cneo AK release	ERAP1 HTS inh	miR-122 sensor
CN(CCc1cn[nH]c1)C(=O)CC1C(=O)NCCN1Cc1cccc(Oc2ccccc2)c1 (stereo not given)	2	·	·	-92	·	·	-4	-2
Cc1ccc(NC(=S)N2CCC(N(C)CC3CCCO3)CC2)cc1 (stereo not given)	-1	-6	3	0	0.1	-1	·	2
Cc1ccc(S(=O)(=O)N2CCN(C(=O)[C@H](Cc3ccccc3)NC(=O)c3ccco3)CC2)cc1	-8	2	-10	-10	·	-1	2	-13
C[C@H](CO)N1C[C@H](C)[C@H](CN(C)CC2CC2)OCc2cn(nn2)CCCC1=O	-4	2	2	-6	0.1	-3	-1	0[16.7 µM]
CCN1CCN(CCNC(=O)c2ccc3c(c2)N(Cc2ccc(F)cc2)C(=O)c2ccccc2S3=O)CC1 (stereo not given)	-7	-4	-5	-9	·	1	-1	-3
Cc1cc(O)c(/C=N/Nc2ccccc2Cl)c(=O)o1	-7	1	4	·	·	2	·	27
CC(=O)c1ccc(NC(=S)NNC(=O)c2ccccc2[N+](=O)[O-])cc1	·	1	5	-21	-1.1	0	2	·
O=C(CN1C(=O)c2ccccc2S1(=O)=O)Nc1ncc([N+](=O)[O-])s1	·	-5	15	-16	·	1	1	·
Cc1ccc(S(=O)(=O)c2cc3ccccc3nc2N)cc1	-7	-3	7	-11	0.6	-2	1	12
COc1ccc(C(=O)NC(=S)Nc2ccc(CN3CCOCC3)cc2)cc1Br	10	5	3	-16	·	15	-3	7
O=C(Cn1cc(C(F)(F)F)cc(Cl)c1=O)Nc1ccc(N2CCOCC2)cc1	2	1	9	-11	0.0	0	0	-6
CN(Cc1c(C(=O)N/N=C/c2cc(F)ccc2F)nnn1-c1nonc1N)C1CCCCC1	0	-5	-3	2	·	5	2	7
C[C@H](CO)N1C[C@H](C)[C@H](CN(C)C(=O)CN(C)C)Oc2cc(C3=CCCCC3)ccc2S1(=O)=O	-27	1	11	33	-0.1	7	-9	0[16.7 µM]
